Screening results from PubChem.
TCR-CD3 inh: inhibitors of human TCR-CD3 interaction, primary screen, biochemical, fluorescence, TAMRA-labeled TCR probe | inhibition, % at 9.4 µM | AID 651800, 2012 | 0.37% of 360,000 active; in the data active means inhibition above about 19%;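 further: recombinant mutant TCR 2C K166C tagged with TAMRA read by polarization; 0% = receptor in buffer alone and 100% = receptor with positive control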
LEDGF integ inh: blockers of LEDGF/p75-dependent integrase strand transfer – biochemical, TR-FRET, high throughput, primary screen. 0.64% of 370,000 active. TR-FRET IN-LEDGF/p75 DNA integration, Eu/Cy5. inhibition, % at 3.7 µM. AID 743269, 2014;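 active means inhibition above the screen-wide mean plus 3 SD, cut at about 13% in these data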;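 further: signal is the Cy5 over europium emission ratio at 671 and 618 nm; 0% = plate median of compound wells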
ABHD4 inh: ABHD4 inhibitors, primary screen, biochemical, fluorescence polarization, mouse; (Lyso)-N-acylphosphatidylethanolamine lipase (Mus musculus), Q8VD66; purified mABHD4, FP-Rh probe fluorescence polarization; inhibition, % at 8.92 µM; 0.54% of 370,000 active; AID 720543, 2013;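 active means inhibition exceeding the mean over every tested compound plus 3 SD, cut at about 30% in these data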;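 further: 0% = plate median of compound wells and 100% = S159A mutant with DMSO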
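Assay system: mABHD4 protein; medium: HEPES pH 7.0, NaCl, Pluronic buffer; dosing: 8.92 µM, single dose; schedule: 45 min + 60 min at 25 °C; signal: FP readout, ex 525 nm / em 598 nm; read-out: normalized percent inhibition of probe labeling; repeats: single replicate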
Tn7 DDE FP: inhibitors of Tn7 peptide binding to fibrin DD(E), primary screen, biochemical, fluorescence polarization, human fibrin, Tn7 probe. Fibrinogen beta chain (Homo sapiens), P02675. FP displacement of FITC-Tn7 peptide from fibrin DD(E); 0% = median of compound wells per plate. inhibition, % at 8.3 µM. 0.13% of 370,000 active;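 active means inhibition above the mean of compounds falling within the control limits plus 3 SD of them, cut at about 14% in these data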;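 further: 0% = plate median of compound wells and 100% = 10 µM Aha-Tn7 peptide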
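Assay system: Human fibrin DD(E) protein | Medium: Tris buffer with calcium and detergent, pH 7.8 | Reagent: 0.1 µM fluorescent Tn7 | Compound dosing: Single point at 8.3 µM | Times: 10 min preincubation, 3 h with tracer, room temperature | Detection: Fluorescence polarization of the labelled Tn7 tracer | Controls: Aha-Tn7 high control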
PG9 Ab binder: binders of HIV-1 gp120 antibody PG9, primary screen, biochemical, TR-FRET; HIV-1 gp120 / PG9 antibody interaction; TR-FRET gp120-PG9 antibody binding; inhibition, % at 6.7 µM; 0.43% of 360,000 active; AID 624416, 2012; in the data active means inhibition above about 8.5%
HTRA1 inhibitor: HTRA1 serine protease inhibitors, primary screen, biochemical, fluorescence polarization, HTS; recombinant HTRA1, FP-rhodamine activity-based probe; inhibition, % at 5.96 µM; 0.5% of 340,000 active; AID 504803, 2011; in the data active means inhibition above about 36%;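 further: 0% = enzyme with DMSO and 100% = wells lacking enzyme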
Target sequence (Q92743 whole entry, looked up): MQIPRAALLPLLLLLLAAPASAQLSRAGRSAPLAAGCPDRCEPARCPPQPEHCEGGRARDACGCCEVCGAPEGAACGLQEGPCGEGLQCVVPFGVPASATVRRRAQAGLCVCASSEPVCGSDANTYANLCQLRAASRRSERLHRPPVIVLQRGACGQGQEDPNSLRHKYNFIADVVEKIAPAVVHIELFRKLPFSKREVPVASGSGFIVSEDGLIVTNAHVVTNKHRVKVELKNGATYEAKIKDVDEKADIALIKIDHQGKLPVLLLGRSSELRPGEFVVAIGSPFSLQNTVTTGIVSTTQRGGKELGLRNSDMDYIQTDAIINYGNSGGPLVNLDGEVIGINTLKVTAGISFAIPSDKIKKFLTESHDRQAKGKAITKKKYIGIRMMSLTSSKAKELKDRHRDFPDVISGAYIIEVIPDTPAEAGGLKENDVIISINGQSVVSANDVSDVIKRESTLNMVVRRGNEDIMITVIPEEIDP
UHRF1 binding: UHRF1 methylated DNA binding inhibitors, primary screen, counter-screen for MBD2 inhibitor project, biochemical, TR-FRET, human UHRF1, single concentration; E3 ubiquitin-protein ligase UHRF1 (Homo sapiens), Q96T88; UHRF1 binding to methylated oligo; inhibition, % at 4.4 µM; 0.75% of 370,000 active; in the data active means inhibition above about 21%;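 further: UHRF1 SRA domain binding a hemimethylated CpG hairpin DNA probe; 0% = median of test compound wells and 100% = reference inhibitor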
PRMT1 FP inh: PRMT1 methyltransferase inhibitors, primary screen, biochemical, fluorescence polarization; Protein arginine N-methyltransferase 1 (Homo sapiens), Q99873; recombinant PRMT1, activity-based probe fluorescence polarization; inhibition, % at 2.79 µM; 1.3% of 370,000 active;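 active means inhibition above about 21% made by adding two undisclosed values, limit read from the data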
TDP2 absorb: human TDP2 enzyme inhibitors, primary screen, biochemical, epi absorbance, recombinant enzyme; Tyrosyl-DNA phosphodiesterase 2 (Homo sapiens), O95551; T5PNP hydrolysis, p-nitrophenol absorbance 415 nm; inhibition, % at 12.8 µM; 0.34% of 370,000 active; AID 720702, 2013;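 active means inhibition above the mean of all tested compounds plus 3 SD, set per campaign, cut at about 25% in these data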;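 further: 0% = DMSO with enzyme and 100% = buffer with substrate but no TDP2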
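System – recombinant human TDP2 · Quantity – TDP2 enzyme at 120 nM final · Doses – single concentration, 12.8 µM nominal, with 1% DMSO · Incubation – 2 h at 37 °C · Measured by – epi absorbance of p-nitrophenol freed from T5PNP by hydrolysis · Read-out – % inhibition relative to enzyme-containing and enzyme-free wells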
SIAE inh: human SIAE inhibitors, primary screen, biochemical, fluorescence polarization, FP-Rh probe, 1536-well HTS. inhibition, % at 9.66 µM. Sialate O-acetylesterase (Homo sapiens), Q9HAT2. SIAE FP-Rh probe binding. 0.69% of 370,000 active;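 active means inhibition above a cutoff: mean of compounds within the control limits plus 3 SD of those, cut at about 17% in these data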;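 further: 0% = plate median of compound wells and 100% = probe without SIAE protein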
Target sequence (Q9HAT2 whole entry, looked up): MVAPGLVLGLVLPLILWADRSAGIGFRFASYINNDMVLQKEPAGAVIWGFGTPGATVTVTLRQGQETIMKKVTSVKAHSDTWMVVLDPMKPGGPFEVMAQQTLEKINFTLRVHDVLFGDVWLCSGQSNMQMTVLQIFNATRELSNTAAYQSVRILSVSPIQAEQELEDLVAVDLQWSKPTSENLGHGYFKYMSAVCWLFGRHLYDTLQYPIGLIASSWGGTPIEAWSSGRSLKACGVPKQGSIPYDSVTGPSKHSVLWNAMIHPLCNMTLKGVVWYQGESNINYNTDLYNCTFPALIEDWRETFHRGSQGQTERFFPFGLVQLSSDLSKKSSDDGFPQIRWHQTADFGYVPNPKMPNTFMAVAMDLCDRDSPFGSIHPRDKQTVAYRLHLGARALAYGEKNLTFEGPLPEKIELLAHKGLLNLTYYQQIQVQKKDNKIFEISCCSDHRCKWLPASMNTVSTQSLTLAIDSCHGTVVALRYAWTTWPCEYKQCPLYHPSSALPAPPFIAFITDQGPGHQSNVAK
Starred values were filed as active, the others as inactive.

Results for O=S(=O)(c1ccc(OCC(O)CNC23CC4CC(CC(C4)C2)C3)c(Cl)c1)N1CCOCC1 (stereo not given) ?
TCR-CD3 inh: 5.2; LEDGF integ inh: -2.6; ABHD4 inh: 9.3; Tn7 DDE FP: 8.1; PG9 Ab binder: -0.9; HTRA1 inhibitor: 5.5; UHRF1 binding: -0.2; PRMT1 FP inh: -0.6; TDP2 absorb: -9.1; SIAE inh: -4.4

How did CC(C)(CNC(=O)CC1C(=O)NCCN1Cc1cccc(F)c1F)N1CCOCC1 (stereo not given) do in these assays?
TCR-CD3 inh: -2.9; LEDGF integ inh: 0.3; ABHD4 inh: 8.6; Tn7 DDE FP: -4.6; PG9 Ab binder: 0.9; HTRA1 inhibitor: 1.7; UHRF1 binding: 0.4; PRMT1 FP inh: 4.1; TDP2 absorb: -4.2; SIAE inh: 8.5

What do the screens show for `CC(C)OC(=O)c1cccc(C(=O)Oc2ccccc2)n1`?
TCR-CD3 inh: 4.0; LEDGF integ inh: 3.4; ABHD4 inh: -4.5; Tn7 DDE FP: -10.8; PG9 Ab binder: -1.0; HTRA1 inhibitor: 5.9; UHRF1 binding: -5.0; PRMT1 FP inh: 0.1; TDP2 absorb: -6.3; SIAE inh: 1.1

Results for Cc1oc(/N=C/c2ccccc2)c(C#N)c1C ?
TCR-CD3 inh: 2.0; LEDGF integ inh: -4.0; ABHD4 inh: -1.5; Tn7 DDE FP: -2.8; PG9 Ab binder: -3.6; HTRA1 inhibitor: -2.0; UHRF1 binding: -2.9; PRMT1 FP inh: 2.1; TDP2 absorb: 16.7; SIAE inh: -2.1

How did O=C(CC1CCCC1)N1CC[C@H]2[C@H](CCCN2Cc2ccc(F)cc2)C1 do in these assays?
LEDGF integ inh: 0.6; ABHD4 inh: -3.6; Tn7 DDE FP: -5.3; UHRF1 binding: 1.0; PRMT1 FP inh: 0.6; TDP2 absorb: -5.4; SIAE inh: -1.9

Results for O=C(NC(=S)Nc1cc(C(F)(F)F)ccc1N1CCOCC1)c1ccco1 ?
TCR-CD3 inh: -4.8; LEDGF integ inh: -0.1; ABHD4 inh: -7.3; Tn7 DDE FP: -0.7; PG9 Ab binder: 0.7; UHRF1 binding: -1.2; PRMT1 FP inh: -0.5; TDP2 absorb: 0.0; SIAE inh: -14.7

How did COC(=O)c1cc(C(=O)OCC(=O)NNC(=O)c2cccs2)cc([N+](=O)[O-])c1 do in these assays?
TCR-CD3 inh: -2.0; LEDGF integ inh: -0.4; ABHD4 inh: 5.8; Tn7 DDE FP: 6.0; PG9 Ab binder: 0.4; HTRA1 inhibitor: -0.3; UHRF1 binding: -5.3; PRMT1 FP inh: 2.7; TDP2 absorb: 3.9; SIAE inh: 9.7

Results for O=C(NNC(=S)NC(=O)c1sc2ccccc2c1Cl)c1ccc(Cl)cc1 ?
TCR-CD3 inh: 5.3; LEDGF integ inh: -1.3; ABHD4 inh: -20.0; Tn7 DDE FP: 4.9; PG9 Ab binder: 0.6; HTRA1 inhibitor: 4.8; UHRF1 binding: -4.4; PRMT1 FP inh: 12.2; TDP2 absorb: -1.3; SIAE inh: -7.5

How did COC(=O)c1ccc(NC(=O)CNS(=O)(=O)c2cccs2)cc1 do in these assays?
TCR-CD3 inh: -0.8; LEDGF integ inh: -3.0; ABHD4 inh: 2.2; Tn7 DDE FP: -3.2; PG9 Ab binder: 0.3; HTRA1 inhibitor: 3.1; UHRF1 binding: -4.0; PRMT1 FP inh: 1.9; TDP2 absorb: 3.4; SIAE inh: 0.0

What do the screens show for `CC1(C(=O)Nc2ccc3c(c2)OCO3)Cc2c(-c3cccc(C(F)(F)F)c3)ccnc2O1` (stereo not given)?
TCR-CD3 inh: 0.0; LEDGF integ inh: 0.8; ABHD4 inh: -5.5; Tn7 DDE FP: 8.9; PG9 Ab binder: -1.6; UHRF1 binding: -2.2; PRMT1 FP inh: -2.2; TDP2 absorb: -6.6; SIAE inh: -2.8

What do the screens show for `COc1ccccc1N1CCN(C(=S)NC(=O)/C=C/c2ccccc2)CC1`?
TCR-CD3 inh: -6.9; LEDGF integ inh: 0.1; ABHD4 inh: 3.4; Tn7 DDE FP: 3.1; PG9 Ab binder: -0.3; HTRA1 inhibitor: -3.5; UHRF1 binding: -3.1; PRMT1 FP inh: -1.8; TDP2 absorb: 9.7; SIAE inh: -0.8

What do the screens show for `Nc1nc(SCC(=O)c2cc3ccccc3o2)n[nH]1`?
TCR-CD3 inh: -2.7; LEDGF integ inh: 3.7; ABHD4 inh: -1.6; Tn7 DDE FP: 6.6; PG9 Ab binder: -2.0; HTRA1 inhibitor: -2.2; UHRF1 binding: -2.0; PRMT1 FP inh: 71.5*; TDP2 absorb: -16.9; SIAE inh: -1.2

Results for O=C(C1CCC1)N1CCN(c2ccc(C(F)(F)F)cc2[N+](=O)[O-])CC1 ?
TCR-CD3 inh: -8.9; LEDGF integ inh: -1.4; ABHD4 inh: -4.3; Tn7 DDE FP: 9.4; PG9 Ab binder: 2.3; HTRA1 inhibitor: -4.6; UHRF1 binding: -1.4; PRMT1 FP inh: 1.9; TDP2 absorb: -5.4; SIAE inh: 3.9

What do the screens show for `CN(CC(=O)Nc1ccc(F)cc1)C(=O)CSc1nc2ncc(Cl)cc2[nH]1`?
TCR-CD3 inh: 1.8; LEDGF integ inh: 4.9; ABHD4 inh: 1.2; Tn7 DDE FP: -4.0; PG9 Ab binder: -4.0; HTRA1 inhibitor: 9.6; UHRF1 binding: -0.7; PRMT1 FP inh: -4.5; TDP2 absorb: -2.9; SIAE inh: 8.3

What do the screens show for `O=C(c1ccc(SCc2ccco2)c([N+](=O)[O-])c1)N1CCOCC1`?
TCR-CD3 inh: -1.4; LEDGF integ inh: -1.2; ABHD4 inh: 8.6; Tn7 DDE FP: -1.9; PG9 Ab binder: -0.5; HTRA1 inhibitor: -1.4; UHRF1 binding: -1.0; PRMT1 FP inh: 6.7; TDP2 absorb: 3.4; SIAE inh: 14.5

How did COC(=O)c1ccc(S(=O)(=O)N2CCCN(Cc3cccc(Br)c3F)CC2)n1C do in these assays?
TCR-CD3 inh: -7.6; LEDGF integ inh: -4.8; ABHD4 inh: 1.4; Tn7 DDE FP: -0.5; PG9 Ab binder: -0.6; HTRA1 inhibitor: -24.8; UHRF1 binding: 5.4; PRMT1 FP inh: 3.9; TDP2 absorb: -4.9; SIAE inh: -7.0

How did Cc1cccc(NC(=S)N(C)Cc2cn(C)c3ccccc23)c1 do in these assays?
TCR-CD3 inh: 3.6; LEDGF integ inh: -0.8; ABHD4 inh: -5.8; Tn7 DDE FP: -12.4; PG9 Ab binder: -0.3; HTRA1 inhibitor: 1.1; UHRF1 binding: -0.1; PRMT1 FP inh: -2.9; TDP2 absorb: -5.0; SIAE inh: 6.0

Results for CCOc1ccccc1-c1n[nH]c(=S)o1 ?
TCR-CD3 inh: -3.7; LEDGF integ inh: 0.2; ABHD4 inh: 4.9; Tn7 DDE FP: -11.2; PG9 Ab binder: 10.6*; HTRA1 inhibitor: 4.8; UHRF1 binding: 4.0; PRMT1 FP inh: 3.4; TDP2 absorb: -19.3; SIAE inh: 3.1

Results for Cc1n[nH]c(C)c1CCNC(=O)C1CCC(=O)N(Cc2ccccc2F)C1 (stereo not given) ?
TCR-CD3 inh: 2.2; LEDGF integ inh: 2.8; ABHD4 inh: -1.9; Tn7 DDE FP: -3.3; PG9 Ab binder: -0.3; HTRA1 inhibitor: 5.1; UHRF1 binding: 1.4; PRMT1 FP inh: -4.4; TDP2 absorb: -4.3; SIAE inh: -2.4

Results for O=C(CN1C(=O)C2C3C=CC(C3)C2C1=O)Nc1ccc2c(c1)OCCO2 (stereo not given) ?
TCR-CD3 inh: -1.9; LEDGF integ inh: 0.1; ABHD4 inh: -8.5; Tn7 DDE FP: 6.1; PG9 Ab binder: 0.4; HTRA1 inhibitor: 5.5; UHRF1 binding: 1.5; PRMT1 FP inh: 1.2; TDP2 absorb: 3.4; SIAE inh: -1.5

How did COc1cccc(CNC(=O)[C@H](CCSC)NC(=O)N2CCn3c2nc2ccccc23)c1 do in these assays?
TCR-CD3 inh: -5.7; LEDGF integ inh: 2.1; ABHD4 inh: -12.6; Tn7 DDE FP: 2.2; PG9 Ab binder: 0.3; HTRA1 inhibitor: -11.2; UHRF1 binding: 1.5; PRMT1 FP inh: 6.1; TDP2 absorb: -20.4; SIAE inh: 5.4

How did Cc1ccccc1C1c2[nH]c3ccccc3c2C[C@H]2C(=O)N(c3ccccc3C(=O)NCCN3CCOCC3)C(=O)N12 (stereo not given in full) do in these assays?
TCR-CD3 inh: 9.6; LEDGF integ inh: 0.3; ABHD4 inh: -8.4; Tn7 DDE FP: -0.3; PG9 Ab binder: 1.6; HTRA1 inhibitor: -36.1; UHRF1 binding: 0.1; PRMT1 FP inh: 1.8; TDP2 absorb: -6.7; SIAE inh: -1.6

Results for COC(=O)[C@H](Cc1c[nH]c2ccccc12)NC(=O)Cc1c[nH]c2ccccc12 ?
TCR-CD3 inh: -1.0; LEDGF integ inh: 1.1; ABHD4 inh: -1.9; Tn7 DDE FP: 2.7; PG9 Ab binder: -1.3; HTRA1 inhibitor: 2.5; UHRF1 binding: -2.6; PRMT1 FP inh: -2.0; TDP2 absorb: 0.2; SIAE inh: 7.1

What do the screens show for `O=C(O)c1cccc(NC(=O)c2cccc(S(=O)(=O)N3CCc4ccccc4C3)c2)c1`?
TCR-CD3 inh: -4.5; LEDGF integ inh: 0.6; ABHD4 inh: -7.7; Tn7 DDE FP: 0.9; PG9 Ab binder: 3.2; HTRA1 inhibitor: -5.9; UHRF1 binding: 2.6; PRMT1 FP inh: 3.5; TDP2 absorb: -9.8; SIAE inh: -12.5
